RBBP9 inhibitor – blocks human serine hydrolase RBBP9. O75884. AID 1515. 220,000 compounds, 0.2% hits. inhibition, % at 7.94 µM. recombinant RBBP9, FP-Rh probe fluorescence polarization;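 active = inhibition above the campaign mean of all tested compounds plus 3 SD, cut at about 14% in these data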;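 also: plate controls were DMSO wells with RBBP9 for no effect and wells lacking RBBP9 protein for full effect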
Target sequence (O75884 whole entry, looked up): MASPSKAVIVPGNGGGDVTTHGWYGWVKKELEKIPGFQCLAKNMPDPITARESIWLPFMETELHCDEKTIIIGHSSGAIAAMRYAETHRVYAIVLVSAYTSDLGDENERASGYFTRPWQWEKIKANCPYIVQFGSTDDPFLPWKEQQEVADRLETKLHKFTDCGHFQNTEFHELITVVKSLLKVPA
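Assay system: recombinant human RBBP9; Reagent: Serine-hydrolase probe FP-Rh, 375 nM pre-mixing; Doses: 7.94 µM single dose, 0.794% DMSO; Incubation: 30 min then 45 min, 25 °C; Detection: fluorescence polarization (mP), excitation 525 nm, emission 598 nm; Evaluation: percent inhibition from mP, scaled between DMSO and no-protein wells.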
Wee1 stabilizer – blocks degradation of human Wee1 kinase. HeLa Luc-Wee1K328M stability, luciferase luminescence; 100% = proteasome inhibitor MG132 effect. AID 1321. P30291. reporter increase, % at 5 µM. 220,000 compounds, 1.2% hits;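 active = activation above the mean of all tested compounds plus 3 SD, set per screening run, cut at about 8.8% in these data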;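 also: cells exposed to compound for 20 h before luminescence read; 0% = DMSO alone and 100% = MG132 at 30 µM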
zfTRPN1 agonist – activates the zebrafish TRPN1 channel; activation, % at 3 µM; HEK293 zebrafish TRPN1-YFP, Fluo-8 calcium fluorescence; 100% = response to 87 µM carbachol; AID 1424; 220,000 compounds, 0.18% hits;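 active = activation above its plate's cutoff, the mean activation of test wells on that plate plus 3 SD, cut at about 19% in these data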;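 also: 0% = DMSO alone and 100% = 87 µM carbachol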
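Assay system: Zebrafish TRPN1-YFP in HEK293 cells | Incubation: Dye loading 1 h at 37 °C, then 30 min room temperature | Measured by: Kinetic Fluo-8 fluorescence, ex 470-495, em 515-575 nm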
TNF death inh – TNF-alpha cell death inhibition in Jurkat FADD-/- cells | Jurkat FADD-/- TNF necroptosis rescue, ATP luminescence, 24 h; 0 = TNF only, 100 = no-TNF cells | activation (protection from cell death), % at 10 µM | 220,000 compounds, 0.068% hits;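 active = activation, meaning protection from cell death, of at least 50% relative to plate controls; inactive = activation below 50%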;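 also: necroptosis triggered by 40 ng/mL TNF-alpha added together with compound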
TRPML3 ag – activates the human TRPML3 channel; HEK293 TRPML3-YFP, Fluo-8 calcium fluorescence; 100% = the carbachol control signal; activation, % at 3 µM; 220,000 compounds, 0.29% hits;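 active = activation above its plate's cutoff, the mean activation of the plate's test wells plus 3 SD, cut at about 12% in these data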;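 also: 0% = DMSO only wells and 100% = carbachol wells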
Target sequence (Q8TDD5 whole entry, looked up): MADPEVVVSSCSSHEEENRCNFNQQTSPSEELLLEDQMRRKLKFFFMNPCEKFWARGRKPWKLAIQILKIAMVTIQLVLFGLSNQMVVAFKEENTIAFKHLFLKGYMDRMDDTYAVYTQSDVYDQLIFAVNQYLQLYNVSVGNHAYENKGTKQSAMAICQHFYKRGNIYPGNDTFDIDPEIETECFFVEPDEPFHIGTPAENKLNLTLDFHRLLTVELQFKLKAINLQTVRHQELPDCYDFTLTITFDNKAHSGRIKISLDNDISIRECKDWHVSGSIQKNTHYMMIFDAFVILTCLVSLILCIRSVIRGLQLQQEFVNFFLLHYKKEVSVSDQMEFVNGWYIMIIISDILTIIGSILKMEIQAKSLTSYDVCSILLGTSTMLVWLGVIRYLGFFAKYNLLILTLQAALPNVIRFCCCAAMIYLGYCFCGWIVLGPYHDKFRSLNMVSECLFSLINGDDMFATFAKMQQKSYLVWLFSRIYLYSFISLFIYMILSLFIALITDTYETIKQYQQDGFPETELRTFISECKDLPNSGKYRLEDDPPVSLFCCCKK
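Test system: HEK293 cells stably carrying human TRPML3-YFP; Doses: single dose, 3 µM final nominal compound, 0.3% DMSO final; Schedule: dye loading 1 h 37 °C then 30 min ambient, 125 s read; Technique: Fluo-8 calcium fluorescence; Benchmarks: high control carbachol 87 µM, low control DMSO.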
BaF3 parental – counter-screen for JAK2V617F inhibitors: parental Ba/F3 viability inhibitors. CellTiter-Glo ATP luminescence. inhibition, % at 5.6 µM. 220,000 compounds, 1.1% hits;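 active = inhibition above a per-campaign cutoff, the mean inhibition of all tested compounds plus 3 SD, cut at about 27% in these data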;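 also: 0% = DMSO wells and 100% = JAK Inhibitor I control wells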
Ba/F3 V617F tox – reduce viability of Ba/F3 cells dependent on JAK2V617F; Ba/F3 EpoR-JAK2V617F viability, ATP luminescence; inhibition, % at 5.6 µM; 220,000 compounds, 1.1% hits;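 active = inhibition above the campaign mean plus 3 SD over all tested compounds, cut at about 24% in these data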;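 also: cytokine-independent growth of Ba/F3 cells driven by EpoR plus mutant JAK2; 0% = DMSO-treated cells and 100% = JAK inhibitor I control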
CHOP inhibitor – inhibitors of CHOP induction in ER stress response | inhibition, % at 10 µM | CHO-K1 CHOP-promoter luciferase, tunicamycin-induced, 15-18 h | 220,000 compounds, 3.8% hits | AID 2732;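 active = compounds that reduced the stress-induced luciferase reporter signal by more than about 70% of percent inhibition, limit read from the data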;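 also: 0% = tunicamycin plus vehicle and 100% = wells without tunicamycin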
PPC-1+TRAIL kill – kills PPC-1 cancer cells in the presence of TRAIL | PPC-1 cells + TRAIL, ATPLite viability luminescence | cell killing (% activity), % at 4 µM | 220,000 compounds, 0.41% hits | AID 1443;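 active = cell killing above 50% in the first pass at 4 µM, then a duplicate retest at 5 µM averaging 50% or more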;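 also: plate controls were cells with TRAIL plus DMSO for no effect and medium-only wells lacking cells for full effect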
* = called active by the depositor; · = no result given; [ ] = another dose, or the depositor's remark.

#1 CC1C(=O)OC(c2ccc(Br)cc2)C(C)(C)C1=O (stereo not given)
#2 COc1ccc(C(=O)Nc2ccc(-c3nnn(CC(=O)NCc4ccco4)n3)cc2)cc1
#3 CCc1cc2cc(C)cc(C)c2nc1SCC(=O)N1CCN(C(=O)c2ccco2)CC1
#4 CCN(CC)c1ccc(C(=O)N/N=C/c2ccccc2OC(F)F)cc1
#5 COc1cc(S(=O)(=O)N(Cc2cccs2)C2CC2)ccc1-n1cnnn1
#6 Cc1ccc(OCCCC(=O)Nc2ccccc2C(F)(F)F)cc1

Screen / compound no.,1,2,3,4,5,6
RBBP9 inhibitor,-1,-23,-5,5,-7,-10
Wee1 stabilizer,-2,3,0,1,0,2
zfTRPN1 agonist,1.0,0.5,0.8,0.5,-0.8,-2.4
TNF death inh,-0.1,-4.2,-4.5,-7.4,-0.4,-2.4
TRPML3 ag,0.2,0.7,0.4,-0.6,0.6,-0.7
BaF3 parental,0,-1,2,5,-1,6
Ba/F3 V617F tox,2,0,-1,0,-3,-2
CHOP inhibitor,-2,-41,32,-14,4,42
PPC-1+TRAIL kill,29,9,6,7,·,3

#7 CCOC(=O)c1cc(-c2ccc(/C=C3/C(=O)NC(=O)C(C#N)=C3C)o2)ccc1Cl
#8 COc1cc(CN(C)Cc2cc(=O)n3ccsc3n2)ccc1OC(F)F
#9 O=C(O)CCCN=Cc1c(O)c2ccccc2oc1=O
#10 O=C(NNC1CC(=O)N(c2ccc(Br)cc2)C1=O)c1ccco1 (stereo not given)
#11 CC(=O)NC(=S)Nc1ccc(NC(=O)COc2ccc(C(C)C)cc2)cc1
#12 c1ccc2c(Cn3nnc4ccccc43)cccc2c1

Screen / compound no.,7,8,9,10,11,12
RBBP9 inhibitor,1,-7,-7,-4,1,1
Wee1 stabilizer,-1,-3,0,-2,-4,1
zfTRPN1 agonist,0.6,4.2,-0.5,0.1,1.1,-1.2
TNF death inh,-13,-2.0,-8.2,-0.2,-2.1,-2.2
TRPML3 ag,0.2,2.7,0.6,0.5,0.7,-0.6
BaF3 parental,1,4,6,2,2,1
Ba/F3 V617F tox,0,-4,-2,1,-1,-5
CHOP inhibitor,-4,3,22,8,55,18
PPC-1+TRAIL kill,-6,-2,8,23,21,6

#13 Cc1ccc2nc3c(c(C(=O)O)c2c1)CCC3
#14 COc1ccc(/C=C/C=C2\N=C(SC)SC2=O)cc1
#15 CC(C)OP(=O)(OC(C)C)C(Nc1ccc([N+](=O)[O-])cc1)c1cccc([N+](=O)[O-])c1 (stereo not given)
#16 COCCn1c(-c2ccccc2)nc2oc3ccccc3c(=O)c2c1=O
#17 Cc1cccc(-n2ncc3c(N4CCC(C)CC4)ncnc32)c1
#18 CN(C(=O)CSc1nnc(-c2cccs2)o1)C1CCS(=O)(=O)C1 (stereo not given)

Screen / compound no.,13,14,15,16,17,18
RBBP9 inhibitor,-7,-9,-4,0,-6,1
Wee1 stabilizer,2,0,1,-1,0,-4
zfTRPN1 agonist,0.5,1.1,-1.0,-0.3,-0.3,0.1
TNF death inh,0.5,-2.4,-2.4,-1.0,1.1,0.4
TRPML3 ag,0.7,0.1,-0.4,0.5,-0.7,1.6
BaF3 parental,11,3,0,3,7,5
Ba/F3 V617F tox,3,0,3,-1,0,-1
CHOP inhibitor,-3,69,-33,39,73*,-3
PPC-1+TRAIL kill,-2,24,10,3,22,12

#19 Cc1ccc([N+](=O)[O-])cc1N(CC(=O)Nc1ccc(S(=O)(=O)Nc2cccc(C(F)(F)F)c2)cc1)S(C)(=O)=O
#20 C=C(C)CSc1nc2ncccc2[nH]1
#21 CC1=C/C(=N\NC(=O)c2ccccc2)CC1
#22 CCOC(=O)c1ccc(NCc2nc3ccccc3[nH]2)cc1
#23 CCCC(=O)Nc1cc(OC)c(NC(=O)NC2CCCCC2)cc1OC
#24 O=C1CC(C(=O)Nc2ccc(C(=O)N3CCOCC3)cc2)C2(CCCCC2)O1 (stereo not given)

Screen / compound no.,19,20,21,22,23,24
RBBP9 inhibitor,-38,-5,-7,0,-7,-3
Wee1 stabilizer,-1,-3,-1,4,-5,-1
zfTRPN1 agonist,1.3,-0.1,-1.5,2.9,2.3,0.4
TNF death inh,-1.4,1.3,0.2,-0.7,-0.7,-1.1
TRPML3 ag,1.1,-0.4,0.8,0.6,-0.3,0.6
BaF3 parental,10,2,6,4,-2,9
Ba/F3 V617F tox,1,3,0,1,-2,1
CHOP inhibitor,22,-15,-6,29,-13,12
PPC-1+TRAIL kill,18,0,27,-8,11,2

#25 CC(C)CC(=O)NC(=S)Nc1ccccc1F
#26 Cc1ccsc1/C=N/n1cnc2sc(C)c(C)c2c1=O
#27 COC(=O)C(C(=O)OC)c1ncc(C(F)(F)F)cc1Cl
#28 CCN(CC)CC(=O)c1c(N)n(Cc2ccccc2)c(=O)n(C)c1=O
#29 CC(C)COc1ccc(C(=O)CCN2CCCCC2)cc1
#30 OCCN1CCN(C(=S)c2ccc(Cl)c(Cl)c2)CC1

Screen / compound no.,25,26,27,28,29,30
RBBP9 inhibitor,1,-2,-5,-14,-7,1
Wee1 stabilizer,0,2,2,-5,6,-1
zfTRPN1 agonist,0.1,0.1,0.6,1.6,1.0,-0.3
TNF death inh,-0.1,-0.5,-0.6,2.5,-1.0,0.3
TRPML3 ag,-0.5,0.1,0.7,1.4,0.8,0.1
BaF3 parental,5,3,2,2,4,4
Ba/F3 V617F tox,0,-2,4,0,-1,0
CHOP inhibitor,2,-20,-18,-19,-16,21
PPC-1+TRAIL kill,28,10,3,0,-4,22

Entries of single compounds, looked up by structure. Screens in order: RBBP9 inhibitor, Wee1 stabilizer, zfTRPN1 agonist, TNF death inh, TRPML3 ag, BaF3 parental, Ba/F3 V617F tox, CHOP inhibitor, PPC-1+TRAIL kill
Cc1ccsc1/C=N/n1cnc2sc(C)c(C)c2c1=O as listed: -2, 2, 0.1, -0.5, 0.1, 3, -2, -20, 10
CCN(CC)CC(=O)c1c(N)n(Cc2ccccc2)c(=O)n(C)c1=O as listed: -14, -5, 1.6, 2.5, 1.4, 2, 0, -19, 0
OCCN1CCN(C(=S)c2ccc(Cl)c(Cl)c2)CC1 as listed: 1, -1, -0.3, 0.3, 0.1, 4, 0, 21, 22

New compounds follow.
#31 CC(=O)c1c(-c2ccc(Cl)cc2Cl)noc1C
#32 OC1CCN(Cc2nc(Cc3ccccc3Cl)no2)CC1
#33 O=[N+]([O-])c1ccc(-n2ccnc2)cc1
#34 CCc1noc(C)c1C(=O)N1CC(C)OC(C)C1 (stereo not given)
#35 Cc1cccc(C)c1OC(=O)CSc1nnc(-c2ccccc2O)o1
#36 O=C1C2C3C=CC(C4CC34)C2C(=O)N1/N=C/c1ccc(-c2ccc([N+](=O)[O-])cc2)o1 (stereo not given)

Screen / compound no.,31,32,33,34,35,36
RBBP9 inhibitor,-7,-9,-2,-9,5,0
Wee1 stabilizer,4,-1,3,1,1,2
zfTRPN1 agonist,-2.3,-0.4,3.3,-0.8,-0.2,0.6
TNF death inh,2.5,0.3,-0.5,-1.9,-0.2,-0.8
TRPML3 ag,-0.2,0.4,0.1,0.6,0.5,0.5
BaF3 parental,0,2,-5,0,4,0
Ba/F3 V617F tox,1,1,-2,-2,-2,2
CHOP inhibitor,10,49,17,32,92*,0
PPC-1+TRAIL kill,0,-8,7,3,-11,13

#37 CCCCCn1c(=O)c(F)cn(Cc2ccc(OC)c([N+](=O)[O-])c2)c1=O
#38 CSc1cccc(NC(=O)CN(C)S(=O)(=O)c2ccccc2)c1
#39 O=[N+]([O-])c1ccc(/C=N/NC(=S)Nc2ccccc2)o1
#40 COc1ccc(Cl)cc1NC(=S)Nc1ccccc1C
#41 Cc1cc(C)c(C)c(S(=O)(=O)NCc2ccc(C(=O)N3CCCCC3)cc2)c1C
#42 CCOc1ccc2nc(NC(=O)c3ccccn3)sc2c1

Screen / compound no.,37,38,39,40,41,42
RBBP9 inhibitor,-8,-1,-5,-3,4,0
Wee1 stabilizer,-1,-2,3,0,-3,-1
zfTRPN1 agonist,1.6,-1.8,-2.6,0.6,-1.5,3.4
TNF death inh,-3.3,-0.8,-1.5,-2.2,0.9,-15
TRPML3 ag,-0.1,-0.7,0.8,1.0,-0.8,2.2
BaF3 parental,1,4,1,3,5,3
Ba/F3 V617F tox,-2,-4,-1,-2,6,5
CHOP inhibitor,-7,37,14,15,21,34
PPC-1+TRAIL kill,11,-4,16,29,8,84*[5 µM]

#43 Nc1cc(N)nc(SCC(=O)Nc2ccc3c(c2)OCCCO3)n1
#44 O=C(CSc1ccc2nnc(-c3cccnc3)n2n1)c1ccccc1
#45 CCOC(=O)CCSc1nc2c(c(C(F)(F)F)c1C#N)CCC2
#46 Cc1ccc2c(c1)c1c(n2CC(O)Cn2c(C)nc3ccccc32)C(=O)CCC1 (stereo not given)
#47 O=C(Cn1cc(C(F)(F)F)ccc1=O)N/N=C/c1ccc(Cl)c(Cl)c1
#48 COC(=O)c1c(NC(=O)CSc2nncs2)sc2c1CCCCC2
#49 CCOC(=O)C1(CCc2ccccc2)CCN(C(=O)Cc2nonc2C)CC1
#50 Cc1ccc(NC(=O)N(Cc2ccco2)C(C)c2ccco2)cc1C (stereo not given)
#51 Cc1cc(C(=O)COC(=O)CC2Sc3ccccc3NC2=O)c(C)n1-c1cccc(C(F)(F)F)c1 (stereo not given)

Screen / compound no.,43,44,45,46,47,48,49,50,51
RBBP9 inhibitor,3,-3,-4,-7,-8,-13,-4,-6,-9
Wee1 stabilizer,3,5,3,-1,3,1,-3,-1,1
zfTRPN1 agonist,0.3,3.3,-0.8,-0.5,-0.8,-0.5,-0.4,-0.1,-2.0
TNF death inh,-0.3,-0.9,-1.1,-2.1,-0.8,-2.9,0.3,-1.8,1.3
TRPML3 ag,0.1,1.2,-0.2,-0.4,0.4,0.6,-0.3,-0.4,0.0
BaF3 parental,7,8,4,4,5,7,0,3,2
Ba/F3 V617F tox,3,2,-2,0,1,4,5,4,-1
CHOP inhibitor,-17,-12,17,30,32,41,103*,-7,27
PPC-1+TRAIL kill,5,18,-6,15,12,-3,4,20,1

Assay outcomes deposited in PubChem by several laboratories.
